FBW7 activator: human FBW7 E3 ligase activation, primary screen. Q969H0. AlphaScreen FBW7–phospho-cyclin E peptide binding, activator screen. normalized activity (activation), % at 26.1 µM. 650,000 compounds, 0.13% hits. AID 1259310; in the data active means normalized activity above about 1.9%;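 further: purified mutant Fbw7 with reduced substrate affinity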
Target sequence (Q969H0 whole entry, looked up): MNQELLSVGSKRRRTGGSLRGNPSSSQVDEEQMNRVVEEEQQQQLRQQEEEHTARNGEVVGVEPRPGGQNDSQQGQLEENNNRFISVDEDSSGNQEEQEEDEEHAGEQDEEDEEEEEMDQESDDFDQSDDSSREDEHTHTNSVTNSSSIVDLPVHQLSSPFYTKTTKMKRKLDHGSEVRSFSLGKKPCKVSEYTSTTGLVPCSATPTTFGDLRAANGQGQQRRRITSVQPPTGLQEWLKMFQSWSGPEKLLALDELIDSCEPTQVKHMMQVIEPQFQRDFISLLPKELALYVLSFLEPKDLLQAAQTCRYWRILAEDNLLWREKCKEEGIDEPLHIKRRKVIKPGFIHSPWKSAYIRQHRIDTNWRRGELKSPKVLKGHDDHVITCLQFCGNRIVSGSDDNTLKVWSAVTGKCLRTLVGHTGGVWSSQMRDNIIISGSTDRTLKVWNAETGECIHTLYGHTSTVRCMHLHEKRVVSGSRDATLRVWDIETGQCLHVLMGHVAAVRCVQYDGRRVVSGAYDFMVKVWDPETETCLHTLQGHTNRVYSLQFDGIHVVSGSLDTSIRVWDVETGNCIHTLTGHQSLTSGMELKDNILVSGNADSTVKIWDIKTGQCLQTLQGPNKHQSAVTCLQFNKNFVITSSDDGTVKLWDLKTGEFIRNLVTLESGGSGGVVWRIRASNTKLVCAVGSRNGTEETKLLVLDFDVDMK
MITF inh: inhibitors of human MITF; AID 1259374; AlphaScreen MITF homodimerization, bead proximity signal; inhibition, % at 2.6 µM; 650,000 compounds, 0.91% hits; O75030; in the data active means inhibition above about 50%;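 further: 0% = vehicle wells with protein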
GPR151 activ: activates the human receptor GPR151. Q8TDV0. PathHunter beta-arrestin GPR151 cells, luminescence. activation, % at 11.2 µM. 650,000 compounds, 1% hits. AID 1508602; in the data active means activation above about 4.9%;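 further: 0% = median of compound wells and 100% = cells with positive control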
TEAD-YAP block: TEAD-YAP interaction inhibition; HEK-TIYL cells, TEAD-Gal4/YAP UAS-luciferase luminescence; 640,000 compounds, 1.4% hits; inhibition, % at 9.12 µM; in the data active means inhibition above about 32%;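 further: 0% = median of test compound wells and 100% = reference inhibitor wells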
Active calls of the source: *; & = joins results of further samples.

SMILES	FBW7 activator	MITF inh	GPR151 activ	TEAD-YAP block
CCN1C(=O)/C(=C/c2ccc(OS(C)(=O)=O)cc2)SC1=S	-0.3	2	0.8	0
COc1cccc(-c2csc(N3CCN(C(=S)NCc4ccco4)CC3)n2)c1	0.0	-7	0.7	3
Cc1cc(C)nc(NC2CCCCC2)n1	0.0	-2	1.7	1
CC(C)(C)c1ccc(C2C(C#N)=C(N)Oc3c2oc(CO)cc3=O)cc1 (centres undefined)	-0.1	0	-0.3	-8
Cc1cc(N2CCCC2=O)cc(C)c1S(=O)(=O)NCCc1c(C)[nH]c2ccccc12	-0.2	-19	-1.1	1
COC(=O)c1nnn(-c2ccc(C)c(C)c2)c1C(=O)OC	0.0	8	0.5	14
CN(C)CCN(Cc1ccccc1)C(=O)C(C(=O)c1ccc(F)cc1)n1ccccc1=O (centres undefined)	0.0	-7	0.2	3
CSc1nc(C)c(C(=O)Nc2ccccc2)c(C)c1C#N	0.0	3	1.3	-5
CCOC(=O)COc1ccccc1/C=C1\SC(=S)N(CC)C1=O	0.1	6	0.2	1
C=CCN(CC=C)C(=O)CSc1nc(C)cc(C)n1	0.9	11	-0.2	-6
COCCNC(=O)c1ccccc1NC(=O)Nc1ccccc1	-0.1	-16	-2.0	3
Cc1noc(C)c1S(=O)(=O)N1CCCC(C(=O)NC2CS(=O)(=O)CC2Cl)C1 (centres undefined)	0.1	0	-0.6	-9
CC1=CCC2(C(=O)OC(C)(C)OC2=O)C(c2ccccc2)C1 (centres undefined)	-0.1	5	-1.7	-11
Cc1ccc(-c2nc(NC(=O)c3ccccc3Br)sc2C)cc1	0.1	10	-1.5	-8
COc1ccc(/C=N/NC(=O)c2ccccc2)c(OC)c1	0.0	2	-1.0	-47
CC(=O)C1=C(O)C(=O)N(CO)C1c1ccccc1Cl (centres undefined)	0.0	4	1.5	-2
CC(=O)N1CCN(Cc2nc3cc(NC(=O)c4ccc(Cl)cc4)ccc3n2C)CC1	-0.2	0	5.4*	-5
CC(=O)c1ccc(OCC(=O)Nc2ccc(F)cc2)cc1	-0.1	-5	0.6	-3
CN(C)C(=O)c1ccc(N2CCC(NCCSc3nccn3C)CC2)cc1	0.1	11	0.9	1
O=C(Cc1nc2ccccc2[nH]1)C(F)(F)F	0.0	-1	0.3	0
COc1cccc(-c2ccnc(Nc3ccc(S(N)(=O)=O)cc3)n2)c1	0.1	-8	0.5	9
O=C(Nc1ccc(N2CCN(C(=O)c3ccccc3)CC2)c(Cl)c1)c1cccnc1	0.3	-1	0.1	16
CCOC(=O)CC(=O)CSc1nc(-c2cccs2)ccc1C#N	0.3	0	0.5	3
Cc1ccc(NC(=O)COc2cccc3c2CCN(Cc2ccc(F)cc2)C3=O)c(C)c1	0.0	-1	0.2	4
CN1C2=C(C(=O)CCC2)C(c2cccc3ccccc23)C2=C1CCCC2=O	0.3	39	0.1	-7
O=C1OC(c2ccccc2)=N/C1=C\c1ccccc1	0.1	-1	2.2	9
Cc1nn(C)cc1CN1CCC2(CC1)CC2C(=O)Nc1ccc(F)c(F)c1 (centres undefined)	0.1	2	0.1	7
O=C(O)c1ccc(-c2nc3ccccc3s2)s1	0.1	14	-11	10
CCOC(=O)NC(NNC(=Nc1ccc(OC)cc1)C(F)(F)F)(C(F)(F)F)C(F)(F)F	0.0	5	0.7	10
O=C(NCCC1=CCCCC1)c1cccnc1SCc1ccccc1Cl	0.1	-1	-1.0	-2
CCC(CC)C(=O)Nc1nc2ccc([N+](=O)[O-])cc2s1	0.1	12	1.6	12
CCOC(=O)N1CCN(C(=O)c2cnn3c2NC(c2ccc(OC)c(OC)c2)CC3C(F)(F)F)CC1 (centres undefined)	0.1	0	-2.0	-19
COc1ccc(CN2CCc3nc(C)[nH]c(=O)c3C2)cc1Cn1cccn1	-0.1	-2	-1.0	4
CCOc1ccc2cc(C#N)c(SCC(=O)NC(C)(C)C)nc2c1	0.0	-1	7.0*	-2
Nc1nc2c(nc(N/N=C/c3ccc(O)cc3O)n2C2OC(CO)C(O)C2O)c(=O)[nH]1 (centres undefined)	0.0	-17	-0.9	-18
Cc1ccc2c(c1)-c1c(cnn1CC(=O)NCCCN(Cc1ccco1)C1CCCC1)CO2	-0.2	-5	0.2	-3
Cc1cc(C)nc(/N=C(/NC(=O)Nc2ccc(F)cc2)Nc2ccccc2)n1	0.2	8	-0.6	7
CCCCCCCCCc1nc(N)n[nH]1	1.0	24	0.1	1
COC(=O)c1cc(COC(=O)c2ccc3c(c2)S(=O)(=O)c2ccccc2C3=O)oc1C	-0.1	6	1.3	2
CN1C(=O)CCC12CCN(Cc1cc3ccccc3o1)CC2	0.2	7	-0.9	-12
FC(F)Oc1ccc(NC(=S)NCCCn2ccnc2)cc1	-0.1	-3	0.6	3
Cc1ccc(NC(=O)/C=C/c2ccccc2Cl)cc1Cl	0.1	5	-0.6	-38
O=C(O)c1cc2c(cn1)[nH]c1ccccc12	-1.1	43	0.0	2
COc1ccc(CC(=O)N2CCNC2=O)cc1	0.0	-1	-0.3	17
COc1cc(Nc2cc(Nc3ccc(C(F)(F)F)cc3)nc(N)n2)cc(OC)c1OC	0.0	2	-0.9	-16

Some of the entries so far, in CSV form.
SMILES,FBW7 activator,MITF inh,GPR151 activ,TEAD-YAP block
CCC(CC)C(=O)Nc1nc2ccc([N+](=O)[O-])cc2s1,0.1,12,1.6,12
CCOC(=O)N1CCN(C(=O)c2cnn3c2NC(c2ccc(OC)c(OC)c2)CC3C(F)(F)F)CC1 (centres undefined),0.1,0,-2.0,-19

The list goes on.
SMILES	FBW7 activator	MITF inh	GPR151 activ	TEAD-YAP block
Cc1ccc(/C=C2/C(=O)NN(c3ccc(Br)cc3)C2=O)cc1	0.4	24	-0.3	5
O=C(CCl)N1CCC(c2cc(-c3cccc4ccccc34)n[nH]2)CC1	-0.1	-1	-0.4	21
Cc1cc(NC(=O)CSc2nc3cc(C(=O)NCC4CCCO4)ccc3c(=O)n2Cc2ccco2)no1 (centres undefined)	-0.1	-6	0.0	9
CC[C@H]1OC(=O)[C@H](C)[C@@H](O[C@H]2C[C@@](C)(OC)[C@@H](O)[C@H](C)O2)[C@H](C)[C@@H](O[C@@H]2O[C@H](C)C[C@H](N(C)C)[C@H]2O)[C@](C)(O)C[C@@H](C)CN(C)[C@H](C)[C@@H](O)[C@]1(C)O	0.2&0.0&0.0	-2&-11&16	-1.2&0.5&-0.7	-3
COC(=O)CNC(=O)COC(=O)c1cc(=O)c2ccccc2o1	-0.1	-2	-0.5	1
O=C(NCc1ccccc1)c1cc2n(n1)C(C(F)(F)F)CC(c1ccc(Cl)c(Cl)c1)N2 (centres undefined)	-0.1	-2	-0.2	21
CC1(C)c2ssc(=S)c2-c2ccccc2N1C(=O)COc1cccc2ccccc12	-0.1	12	-0.5	-5
Cc1cc(C)cc(N(CC(=O)N(C)Cc2ccccc2)S(=O)(=O)c2c(C)noc2C)c1	0.0	-10	2.4	-5
CC1(C)COC(C(Cc2ccccc2)N2C(=O)c3ccccc3C2=O)=N1 (centres undefined)	-0.1	1	0.8	2
CCOc1ccc(C(=O)Nc2ccc(OC)cc2OC)cc1OCC	-0.2	-2	-1.1	-5
COc1cc(/C=N/NC(=O)Cc2ccccc2)cc(Br)c1O	-0.1	0	0.2	-10
Cc1cccc(-c2c3c(=O)n(C)c(=O)n(C)c3cn2C2CCCC2)c1	-0.2	3	0.4	-11
CC(=O)c1ccc(N2CCN(C(=O)c3noc4c3CSc3ccccc3-4)CC2)cc1	-0.1	6	-0.4	-2
CCN(CC)C(=O)CSc1nc2cc3c(cc2cc1C#N)OCCO3	0.4	2	-0.9	-4
CSCc1c(C(=O)O)oc2ccccc12	-0.2	8	0.1	1

Next part, starting with the last 2 of the part before.
SMILES	FBW7 activator	MITF inh	GPR151 activ	TEAD-YAP block
CCN(CC)C(=O)CSc1nc2cc3c(cc2cc1C#N)OCCO3	0.4	2	-0.9	-4
CSCc1c(C(=O)O)oc2ccccc12	-0.2	8	0.1	1
Cc1ccc(/C=C2/C(=O)N(C3CCCCC3)C(=S)N2C)o1	-0.2	-8	-0.7	-1
COc1ccc(Br)cc1S(=O)(=O)NC(CC(=O)O)c1ccc(F)cc1 (centres undefined)	0.0	-2	0.9	6
C=CCN1C(=O)/C(=C/c2ccc(N3CCOCC3)cc2C)SC1=S	0.6	10	-0.4	-4
O=[N+]([O-])c1ccc(-c2nc3c4ccccc4nc(SCc4ccccc4F)n3n2)cc1	0.1	12	-1.3	3
COC(=O)C1CCN(C(=O)c2ccc(OC)c([N+](=O)[O-])c2)CC1	0.2	18	1.1	11
CC1=C(C(=O)Nc2cccc(C)n2)C(c2ccccc2C(F)(F)F)C2=C(CC(C)(C)CC2=O)N1 (centres undefined)	0.1	0	-0.8	7
CN(C)CCNC(=O)c1c(O)c2ccccc2[nH]c1=O	0.5	9	-0.7	-7
Cc1ccc(C(=O)Nc2ncc(Cc3cccc(Cl)c3)s2)cc1	0.6	20	0.1	11
CC(C)NC(=O)C(=O)NCc1ccc(Cl)cc1Cl	0.2	17	-1.3	-1
Ic1ccc(Nc2nc(NCCN3CCOCC3)nc(N3CCCC3)n2)cc1	-0.2	5	1.4	5
COC(=O)c1ccc(-c2ccc(/C=N/N3C(=O)C4C(C3=O)C3C=CC4C34CC4)o2)cc1 (centres undefined)	-0.2	18	-0.8	-25
CCCc1cc(=O)[nH]c2nnc(SC(CC)C(=O)OC)n12 (centres undefined)	-0.1	9	2.9	8

13 entries from above, arranged by number of heavy atoms, lowest first.
SMILES	FBW7 activator	MITF inh	GPR151 activ	TEAD-YAP block
CSCc1c(C(=O)O)oc2ccccc12	-0.2	8	0.1	1
CC(C)NC(=O)C(=O)NCc1ccc(Cl)cc1Cl	0.2	17	-1.3	-1
CN(C)CCNC(=O)c1c(O)c2ccccc2[nH]c1=O	0.5	9	-0.7	-7
CCCc1cc(=O)[nH]c2nnc(SC(CC)C(=O)OC)n12 (centres undefined)	-0.1	9	2.9	8
COc1cc(/C=N/NC(=O)Cc2ccccc2)cc(Br)c1O	-0.1	0	0.2	-10
COC(=O)C1CCN(C(=O)c2ccc(OC)c([N+](=O)[O-])c2)CC1	0.2	18	1.1	11
C=CCN1C(=O)/C(=C/c2ccc(N3CCOCC3)cc2C)SC1=S	0.6	10	-0.4	-4
Cc1cccc(-c2c3c(=O)n(C)c(=O)n(C)c3cn2C2CCCC2)c1	-0.2	3	0.4	-11
CC1(C)COC(C(Cc2ccccc2)N2C(=O)c3ccccc3C2=O)=N1 (centres undefined)	-0.1	1	0.8	2
Ic1ccc(Nc2nc(NCCN3CCOCC3)nc(N3CCCC3)n2)cc1	-0.2	5	1.4	5
CC(=O)c1ccc(N2CCN(C(=O)c3noc4c3CSc3ccccc3-4)CC2)cc1	-0.1	6	-0.4	-2
COC(=O)c1ccc(-c2ccc(/C=N/N3C(=O)C4C(C3=O)C3C=CC4C34CC4)o2)cc1 (centres undefined)	-0.2	18	-0.8	-25
CC1=C(C(=O)Nc2cccc(C)n2)C(c2ccccc2C(F)(F)F)C2=C(CC(C)(C)CC2=O)N1 (centres undefined)	0.1	0	-0.8	7

Compounds as they come (roughly 3.4% active in at least one column).
